Source: PubChem BioAssay (NCI)
yeast sgs1 mgt1: NCI yeast anticancer drug screen, S. cerevisiae sgs1 mgt1 strain. AID 161, 2004. actives 10% (n = 78,000). growth inhibition, % at 50 µM;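 also: 0% = growth of vehicle-only cultures of the same strain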
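Mutant yeast exposed to compound; growth scored against vehicle-only wells.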
bub3: NCI yeast anticancer drug screen, S. cerevisiae bub3 mutant strain; growth inhibition, % at 50 µM; actives 9.9% (n = 78,000); AID 167, 2004;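 also: 0% = growth of vehicle-only cultures of the same strain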
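Steps: expose the mutant yeast strain to compound; grow alongside vehicle-treated cultures; measure growth; express inhibition against the vehicle cultures.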
yeast mlh1 rad18: NCI yeast anticancer drug screen, S. cerevisiae mlh1 rad18 strain | actives 11% (n = 79,000) | growth inhibition, % at 50 µM;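 also: 0% = growth of vehicle-only cultures of the same strain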
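Inhibition values reflect reduced growth of mutant yeast versus vehicle-treated controls following compound exposure; the mutations affect DNA damage repair.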
yeast mec2-1: NCI yeast anticancer drug screen, S. cerevisiae mec2-1 strain; % growth inhibition at 50 µM; AID 157, 2004; actives 9% (n = 79,000);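 also: 0% = growth of vehicle-only cultures of the same strain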
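Test agents were screened against the mec2-1 yeast strain, with defined DNA repair or cell cycle alteration. Growth was scored as inhibition against vehicle-only controls.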
rad50: NCI yeast anticancer drug screen, S. cerevisiae rad50 strain; actives 10% (n = 79,000); growth inhibition, % at 50 µM; AID 155, 2004;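 also: 0% = growth of vehicle-only cultures of the same strain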
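Readout: growth inhibition relative to vehicle-treated cultures. Compound exposure was carried out in a genetically defined yeast strain deficient in DNA damage repair.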
cln2 rad14: NCI yeast anticancer drug screen, S. cerevisiae cln2 rad14 strain; AID 165, 2004; actives 8.3% (n = 78,000); % growth inhibition at 50 µM;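 also: 0% = growth of vehicle-only cultures of the same strain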
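Yeast carrying cln2 and rad14 alterations (cell cycle control and DNA damage repair) were exposed to compounds. Growth inhibition was measured against vehicle-treated controls.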
Active calls of the source: *. Rule as the data show it: active = growth inhibition above about 70%; inactive = the rest.

Results for Nc1c2c(nn1-c1ccccc1)C(=O)N(CCc1ccccc1)C2 ?
yeast sgs1 mgt1: -6; bub3: -3; yeast mlh1 rad18: -1; yeast mec2-1: 14; rad50: 0; cln2 rad14: -1

Results for CC1C=CN(N(C)C)C2=C1C(=O)c1cnccc1C2=O (stereo not given) ?
yeast sgs1 mgt1: 90*; bub3: 85*; yeast mlh1 rad18: 90*; yeast mec2-1: 92*; rad50: 85*; cln2 rad14: 88*

How did CCCCn1cnc2c(SCCNC(=O)N(C)N=O)ncnc21 do in these assays?
yeast sgs1 mgt1: 10; bub3: 4; yeast mlh1 rad18: -2; yeast mec2-1: -8; rad50: 6; cln2 rad14: -45

What do the screens show for `NC(CC1C=CCCC1)C(=O)O` (stereo not given)?
yeast sgs1 mgt1: 2; bub3: 7; yeast mlh1 rad18: -4; yeast mec2-1: -16; rad50: -26; cln2 rad14: -52

How did CNC(=S)SC1=NS(=O)(=O)c2ccccc2N1 do in these assays?
yeast sgs1 mgt1: -3; bub3: -10; yeast mlh1 rad18: 23; yeast mec2-1: -5; rad50: -9; cln2 rad14: 12

How did Cc1cc2c(=O)cc(-c3ccccc3)oc2c(C(N)=O)c1C do in these assays?
yeast sgs1 mgt1: 28; bub3: 15; yeast mlh1 rad18: 2; yeast mec2-1: 20; rad50: 15; cln2 rad14: -3

What do the screens show for `Nc1ncnc2c1ncn2CCOCC(O)CO` (stereo not given)?
yeast sgs1 mgt1: -6; bub3: -8; yeast mlh1 rad18: -20; yeast mec2-1: -4; rad50: -1; cln2 rad14: -15

What do the screens show for `CCOC(=O)C1=C(c2ccccc2)NC(c2ccccc2)=C(C(=O)OCC)c2c1c(=O)cc[nH]c2=O`?
yeast sgs1 mgt1: 18; bub3: -10; yeast mlh1 rad18: 2; yeast mec2-1: 1; rad50: -20; cln2 rad14: 18

What do the screens show for `N#CCCN(CCC#N)c1ccc(C(Sc2ccccc2)C(NC(=O)c2cc([N+](=O)[O-])ccc2Cl)C(=O)Sc2ccccc2)cc1` (stereo not given)?
yeast sgs1 mgt1: 51; bub3: 75*; yeast mlh1 rad18: 73*; yeast mec2-1: 59; rad50: 76*; cln2 rad14: 52

Results for Cc1nc(Sc2nc3ccc([N+](=O)[O-])cc3s2)sc1C ?
yeast sgs1 mgt1: 84*; bub3: 57; yeast mlh1 rad18: 94*; yeast mec2-1: 87*; rad50: 88*; cln2 rad14: 46

Results for CC(C)C(N=Cc1cc(Cl)ccc1O)C(=O)O (stereo not given) ?
yeast sgs1 mgt1: 7; bub3: -5; yeast mlh1 rad18: -4; yeast mec2-1: 4; rad50: 5; cln2 rad14: 9

Results for CCC1(CC)C(=O)N(C(=O)c2ccccc2)N(C(=O)c2ccc(Cl)cc2)C1=O ?
yeast sgs1 mgt1: 34; bub3: 47; yeast mlh1 rad18: -80; yeast mec2-1: 19; rad50: 21; cln2 rad14: 32

Results for C=C(C)C(CCCC)(C(=O)OCC)C(=O)OCC ?
yeast sgs1 mgt1: -1; bub3: 18; yeast mlh1 rad18: 20; yeast mec2-1: 8; rad50: -6; cln2 rad14: -98

Results for COc1ccccc1NC(=S)/N=C/c1c(O)[nH]c(=O)[nH]c1=O ?
yeast sgs1 mgt1: -28; bub3: -12; yeast mlh1 rad18: -34; yeast mec2-1: -30; rad50: -66; cln2 rad14: -25

How did CC(O)(/C=C/c1ccccc1)P(=O)(O)c1ccccc1 (stereo not given) do in these assays?
yeast sgs1 mgt1: -29; bub3: -13; yeast mlh1 rad18: 9; yeast mec2-1: -13; rad50: -40; cln2 rad14: -13

Results for Cn1cc(NC(=O)c2cc(NC(=O)CCCCCCC(=O)Nc3cc(C(=O)Nc4cc(C(=O)NCCC(=N)N)n(C)c4)n(C)c3)cn2C)cc1C(=O)NCCC(=N)N ?
yeast sgs1 mgt1: 93*; bub3: 92*; yeast mlh1 rad18: 92*; yeast mec2-1: 94*; rad50: 92*; cln2 rad14: 91*

How did CC(C)(CCCCC(C)(C)NCC1COc2ccccc2O1)NCC1COc2ccccc2O1 (stereo not given) do in these assays?
yeast sgs1 mgt1: 97*; bub3: 97*; yeast mlh1 rad18: 96*; yeast mec2-1: 96*; rad50: 95*; cln2 rad14: 95*

How did Clc1cnc(Oc2ccccc2)c2ccccc12 do in these assays?
yeast sgs1 mgt1: -10; bub3: -2; yeast mlh1 rad18: -9; yeast mec2-1: -22; rad50: 2; cln2 rad14: -37

What do the screens show for `CN(C)c1ccc(Cc2ccc(N(C)C)cc2N)cc1`?
yeast sgs1 mgt1: 3; bub3: -25; yeast mlh1 rad18: -4; yeast mec2-1: 2; rad50: -1; cln2 rad14: 10

How did CC(=O)c1ccccc1NC(=O)C(=O)C(C(=O)c1ccc2ccccc2c1)C1OC(=O)c2ccccc21 (stereo not given) do in these assays?
yeast sgs1 mgt1: 11; bub3: 5; yeast mlh1 rad18: 8; yeast mec2-1: 3; rad50: -3; cln2 rad14: -44

Random excerpt: four records from the list.
Results for CCC1(CC)C(=O)N(C(=O)c2ccccc2)N(C(=O)c2ccc(Cl)cc2)C1=O ?
yeast sgs1 mgt1: 34; bub3: 47; yeast mlh1 rad18: -80; yeast mec2-1: 19; rad50: 21; cln2 rad14: 32

What do the screens show for `N#CCCN(CCC#N)c1ccc(C(Sc2ccccc2)C(NC(=O)c2cc([N+](=O)[O-])ccc2Cl)C(=O)Sc2ccccc2)cc1` (stereo not given)?
yeast sgs1 mgt1: 51; bub3: 75*; yeast mlh1 rad18: 73*; yeast mec2-1: 59; rad50: 76*; cln2 rad14: 52

How did Cc1cc2c(=O)cc(-c3ccccc3)oc2c(C(N)=O)c1C do in these assays?
yeast sgs1 mgt1: 28; bub3: 15; yeast mlh1 rad18: 2; yeast mec2-1: 20; rad50: 15; cln2 rad14: -3

How did Clc1cnc(Oc2ccccc2)c2ccccc12 do in these assays?
yeast sgs1 mgt1: -10; bub3: -2; yeast mlh1 rad18: -9; yeast mec2-1: -22; rad50: 2; cln2 rad14: -37

Carrying on:
What do the screens show for `O=C1OCCN1/N=C\c1ccccc1`?
yeast sgs1 mgt1: 17; bub3: 4; yeast mlh1 rad18: 10; yeast mec2-1: 7; rad50: 15; cln2 rad14: 7

What do the screens show for `CN[C@H]1CC[C@]23C[C@]24CC[C@]2(C)[C@@H]([C@H](C)N(C)C)CC[C@@]2(C)[C@@H]4CC[C@H]3C1(C)C`?
yeast sgs1 mgt1: 9; bub3: 8; yeast mlh1 rad18: -64; yeast mec2-1: -5; rad50: 1; cln2 rad14: 6

Results for CC1=CCCC(C)(C)C1/C=C(/C#N)C(=O)N=C(N)N (stereo not given) ?
yeast sgs1 mgt1: 1; bub3: 7; yeast mlh1 rad18: -12; yeast mec2-1: 12; rad50: 14; cln2 rad14: -1

Results for C=CCNC(=S)NN(C)C ?
yeast sgs1 mgt1: -17; bub3: -28; yeast mlh1 rad18: -16; yeast mec2-1: -16; rad50: -42; cln2 rad14: -52

How did CNc1ccc2c(c1)c1ccccc1n2C do in these assays?
yeast sgs1 mgt1: 40; bub3: 74*; yeast mlh1 rad18: 52; yeast mec2-1: 4; rad50: 71*; cln2 rad14: 65

How did CC1CN(CCO)CCN1c1ccccc1 (stereo not given) do in these assays?
yeast sgs1 mgt1: -20; bub3: -52; yeast mlh1 rad18: -5; yeast mec2-1: -18; rad50: -6; cln2 rad14: -7

How did O=CCCC1(CCOC(=O)c2ccc([N+](=O)[O-])cc2)OCCO1 do in these assays?
yeast sgs1 mgt1: 8; bub3: 8; yeast mlh1 rad18: -6; yeast mec2-1: 5; rad50: 5; cln2 rad14: -68

Results for CCC(CC)(C1CCC(=O)CC1)C1CCC(=O)CC1 ?
yeast sgs1 mgt1: -1; bub3: 37; yeast mlh1 rad18: 14; yeast mec2-1: -4; rad50: 46; cln2 rad14: -9

What do the screens show for `O=C(c1ccccc1)C(O)(c1ccccc1)c1ccccc1`?
yeast sgs1 mgt1: 4; bub3: 22; yeast mlh1 rad18: 1; yeast mec2-1: -18; rad50: 38; cln2 rad14: -31

Results for c1cncc([O][Ge]([O]c2cccnc2)([O]c2cccnc2)[O]c2cccnc2)c1 ?
yeast sgs1 mgt1: 31; bub3: 3; yeast mlh1 rad18: 36; yeast mec2-1: 16; rad50: 9; cln2 rad14: 24

How did COc1ccc2nc3c([N+](=O)[O-])ccc(NCCN(C)C)c3c(NCCN(C)C)c2c1 do in these assays?
yeast sgs1 mgt1: 4; bub3: 20; yeast mlh1 rad18: -21; yeast mec2-1: 35; rad50: 27; cln2 rad14: 62

How did COc1cc(C2OC(=O)c3ccccc3S2)ccc1O (stereo not given) do in these assays?
yeast sgs1 mgt1: 72*; bub3: 96*; yeast mlh1 rad18: 100*; yeast mec2-1: 99*; rad50: 99*; cln2 rad14: 96*

How did c1ccc(CC2=NCCO2)cc1 do in these assays?
yeast sgs1 mgt1: -3; bub3: 4; yeast mlh1 rad18: -26; yeast mec2-1: 2; rad50: -6; cln2 rad14: -33

How did CC(C)NC(=O)OCc1c(COC(=O)NC(C)C)c(-c2ccc(Cl)c(Cl)c2)n2c1CC(OC(=O)CN(C)C)C2 (stereo not given) do in these assays?
yeast sgs1 mgt1: 4; bub3: 24; yeast mlh1 rad18: 4; yeast mec2-1: 12; rad50: 22; cln2 rad14: 6

How did CCCCCCCCCC(=O)Oc1c2ccoc2cc2oc(=O)ccc12 do in these assays?
yeast sgs1 mgt1: -7; bub3: -16; yeast mlh1 rad18: -28; yeast mec2-1: -32; rad50: -1; cln2 rad14: -15

How did CC(C)CC(C)N1C(C)CCC1C (stereo not given) do in these assays?
yeast sgs1 mgt1: -14; bub3: 7; yeast mlh1 rad18: 10; yeast mec2-1: 9; rad50: -3; cln2 rad14: -11

How did O=C(NC1(C(=O)O)CCCC1)c1ccccc1 do in these assays?
yeast sgs1 mgt1: -13; bub3: -4; yeast mlh1 rad18: 1; yeast mec2-1: -27; rad50: -34; cln2 rad14: -32

Results for COc1ccc2c(c1)C1(C)CCCC(C)(CN=C=O)C1CC2 (stereo not given) ?
yeast sgs1 mgt1: -5; bub3: -12; yeast mlh1 rad18: -2; yeast mec2-1: 14; rad50: 4; cln2 rad14: 5

Results for CCC(C)OC(=O)Nc1ccc(C)c(NC(=O)OC(C)CC)c1 (stereo not given) ?
yeast sgs1 mgt1: 79*; bub3: 75*; yeast mlh1 rad18: 80*; yeast mec2-1: 76*; rad50: 54; cln2 rad14: 80*

How did Cc1ccc2c(c1)C(C1=CCCc3ccc(C)cc31)=CCC2 do in these assays?
yeast sgs1 mgt1: 9; bub3: 8; yeast mlh1 rad18: 14; yeast mec2-1: -16; rad50: 10; cln2 rad14: 10

What do the screens show for `CN(C)CCCNc1ccc2ncn3c4ccc(O)cc4c(=O)c1c23`?
yeast sgs1 mgt1: -14; bub3: 0; yeast mlh1 rad18: 8; yeast mec2-1: -4; rad50: -4; cln2 rad14: -15

How did CC(C)c1ccc(OCC2CCCO2)cc1 (stereo not given) do in these assays?
yeast sgs1 mgt1: 39; bub3: 29; yeast mlh1 rad18: 27; yeast mec2-1: 1; rad50: 37; cln2 rad14: 42

What do the screens show for `COc1cc(/C=N/NC(=S)Nc2ccccc2)ccc1O`?
yeast sgs1 mgt1: 67; bub3: 78*; yeast mlh1 rad18: 30; yeast mec2-1: 27; rad50: 21; cln2 rad14: -23

Results for CCCCC(C(N)=O)C(C)(C)C(=O)O (stereo not given) ?
yeast sgs1 mgt1: 5; bub3: 10; yeast mlh1 rad18: -2; yeast mec2-1: 0; rad50: -6; cln2 rad14: -21

Results for O=C(NC/C=C/Br)NC1CCCc2ccccc21 (stereo not given) ?
yeast sgs1 mgt1: 4; bub3: 6; yeast mlh1 rad18: -12; yeast mec2-1: 8; rad50: 11; cln2 rad14: 8

How did Fc1cccc2cccnc12 do in these assays?
yeast sgs1 mgt1: 11; bub3: 13; yeast mlh1 rad18: 7; yeast mec2-1: -4; rad50: 0; cln2 rad14: 6

What do the screens show for `CCCCCCC1NC(CCCCCC)N2C(CCCCCC)N12` (stereo not given)?
yeast sgs1 mgt1: -2; bub3: 22; yeast mlh1 rad18: -3; yeast mec2-1: 17; rad50: 29; cln2 rad14: 0

Results for CN(C)c1ccc(C=Nc2cc(Cl)ccc2O)cc1 ?
yeast sgs1 mgt1: 37; bub3: 66; yeast mlh1 rad18: 53; yeast mec2-1: 23; rad50: 39; cln2 rad14: -3

How did C[C@H](NC(=O)n1c2ccccc2c2ccccc21)C(=O)O do in these assays?
yeast sgs1 mgt1: -20; bub3: -1; yeast mlh1 rad18: -3; yeast mec2-1: 5; rad50: 2; cln2 rad14: -6

How did CCOC(=O)c1nc2ccccc2nc1Nc1ccc(OC)c(OC)c1 do in these assays?
yeast sgs1 mgt1: -16; bub3: -17; yeast mlh1 rad18: -19; yeast mec2-1: -32; rad50: -30; cln2 rad14: -16
